Peg3 promoter: Peg3 promoter-driven luciferase inhibitors, primary screen, cell-based, HeLa, luciferase luminescence | HeLa PEG-Prom luciferase reporter, overnight | inhibition, % at 20 µM | actives 1.7% (n = 360,000);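 active = inhibition of at least 50% at 20 µM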
MITF TRPM1 inh: inhibitors of MITF-dependent TRPM1 promoter reporter, primary screen, cell-based, SK-MEL-5, single point, luciferase. SK-MEL-5 TRPM1 promoter luciferase, 24 h. inhibition, % at 12.5 µM. actives 0.83% (n = 330,000);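 active = mean inhibition across replicates of 60% or more, whatever share of single replicates reaches that level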; note: values of inactives mirror those of a sister screen read the other way
hiPSC survival: enhancers of single-cell hiPSC survival, primary screen, ATPlite luminescence | survival enhancement, % at 20 µM | 100% = ROCK inhibitor wells, 0% = DMSO | actives 0.044% (n = 360,000); in the data active = survival enhancement above about 18%;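 note: cells exposed to compounds for 16 hours before the ATP read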
H9c2 protect: cardioprotection against H2O2-induced cell death, primary screen, uHTS, H9c2 cells, ATPLite luminescence | H9c2 cardiomyocytes, H2O2 injury protection, 2 h | protection from H2O2 cell death, % at 20 µM | actives 0.63% (n = 360,000);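 active = compounds giving at least 50% protection of heart cells from peroxide-induced death in the single-dose screen, raw or plate-pattern-corrected value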;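 note: 0% = DMSO wells with peroxide and 100% = DMSO wells without peroxide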
HIF-2a inh: HIF-2a reporter inhibitors, primary screen, luminescence, 786-0 RCC cells; 786-0 RCC cells HIF-2a reporter, luciferase luminescence, overnight; inhibition, % at 18.8 µM; actives 0.72% (n = 360,000);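 active = inhibition of the luminescence signal of 40% or more relative to plate controls, in a single-dose primary screen at 18.75 µM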
NR2E3 ag-1: inhibitors of NR2E3-RetCOR corepressor binding, primary screen, NR2E3 agonist project, biochemical, TR-FRET, GST-NR2E3, biotin-RetCOR; 1536-well; inhibition of corepressor binding, % at 4.78 µM; actives 0.12% (n = 320,000); AID 2300, 2010;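 active = percent inhibition above the cutoff of mean plus 3 SD of all tested compounds, set per screening campaign, cut at about 20% in these data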;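 note: 0% = DMSO wells and 100% = biotin wells as full block of FRET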
Target sequence (Q9Y5X4 whole entry, looked up): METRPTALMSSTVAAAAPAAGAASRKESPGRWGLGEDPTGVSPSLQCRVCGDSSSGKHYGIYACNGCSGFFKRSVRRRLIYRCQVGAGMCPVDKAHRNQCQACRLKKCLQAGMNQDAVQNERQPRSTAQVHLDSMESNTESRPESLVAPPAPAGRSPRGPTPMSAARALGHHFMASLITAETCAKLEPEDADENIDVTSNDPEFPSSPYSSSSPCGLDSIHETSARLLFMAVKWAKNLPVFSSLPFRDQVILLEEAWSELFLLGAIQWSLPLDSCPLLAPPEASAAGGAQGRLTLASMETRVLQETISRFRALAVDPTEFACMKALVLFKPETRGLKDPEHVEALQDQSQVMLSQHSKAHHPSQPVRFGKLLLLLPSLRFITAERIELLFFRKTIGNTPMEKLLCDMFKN
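system = GST-tagged NR2E3 plus biotinylated RetCOR corepressor | input = 1.35 nM GST-NR2E3 | also added = 7 nM biotin-RetCOR | schedule = 5 h incubation at 4 °C | measured by = TR-FRET with europium anti-GST and streptavidin-D2, 340 nm excitation | read-out = percent loss of FRET ratio relative to control wells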
PDI inh: inhibitors of human PDI, primary screen, biochemical, turbidity, single point, plate reader | Protein disulfide-isomerase (Homo sapiens), P07237 | actives 0.052% (n = 350,000) | inhibition, % at 10 µM | AID 588391, 2011 | PDI insulin aggregation turbidity, A650, 90 min;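 active = mean inhibition across replicates of 30% or more, whatever share of single replicates reach that level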;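 note: absorbance from insulin aggregation driven by PDI reduction with DTT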
Target sequence (P07237 whole entry, looked up): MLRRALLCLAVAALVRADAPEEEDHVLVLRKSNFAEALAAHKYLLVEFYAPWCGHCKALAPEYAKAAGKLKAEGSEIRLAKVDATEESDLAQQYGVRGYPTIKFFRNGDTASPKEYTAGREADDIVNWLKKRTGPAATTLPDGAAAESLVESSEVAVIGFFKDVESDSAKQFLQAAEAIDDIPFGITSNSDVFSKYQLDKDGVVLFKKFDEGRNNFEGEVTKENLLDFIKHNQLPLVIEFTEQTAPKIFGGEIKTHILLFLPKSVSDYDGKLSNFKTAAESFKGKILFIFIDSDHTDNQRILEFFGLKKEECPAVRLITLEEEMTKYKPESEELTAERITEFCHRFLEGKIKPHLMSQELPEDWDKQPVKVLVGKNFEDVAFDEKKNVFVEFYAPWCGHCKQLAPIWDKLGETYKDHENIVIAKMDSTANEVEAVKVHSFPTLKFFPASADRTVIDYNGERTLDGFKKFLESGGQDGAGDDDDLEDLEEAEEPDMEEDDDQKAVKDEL
NR2E3 ag-2: NR2E3 agonists in two-hybrid cells, primary screen, cell-based, luminescence, CHO-S, Gal4-NCOR/VP16-NR2E3; luciferase; Photoreceptor-specific nuclear receptor (Homo sapiens), Q9Y5X4; AID 602229, 2012; inhibition of corepressor binding, % at 3.98 µM; actives 0.35% (n = 360,000);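 active = inhibition above the mean of all tested compounds plus 3 SD, cut at about 70% in these data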;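 note: 0% = DMSO with NR2E3 transfected cells and 100% = cells lacking NR2E3 construct; higher means lower luciferase signal from less NR2E3 corepressor binding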
m5-HT2A agonist: mouse Htr2a agonists via beta-arrestin recruitment, primary screen, cell-based, luminescence; 5-hydroxytryptamine receptor 2A (Mus musculus), P35363; CHO-K1 mHTR2A beta-arrestin complementation; percent of 30 µM serotonin response; activation, % at 7.6 µM; actives 0.66% (n = 360,000); AID 624169, 2012;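 active = activation above a run cutoff, the mean activation of all tested compounds plus 3 SD, cut at about 14% in these data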;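 note: 0% = plate median of compound wells and 100% = 30 µM serotonin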
CaV13 FRET inh: Disruptors of the CACNA1D IQ motif to Ca2+-dependent inactivation inhibitor domain association, primary screening, Förster resonance energy transfer in intact living …. HEK cells, CFP/YFP FRET ICDI-IQ, plate reader, 10 min; percent FRET-ratio fall versus neutral wells. inhibition, % at 12.3 µM. actives 0.098% (n = 340,000). AID 743397;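 active = mean replicate inhibition of at least 30% and at least 1% of replicates passing that level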;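 note: 0% = median of the neutral control wells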
Shn3 inh set2: reduction of Shn3 3'UTR firefly luciferase signal, primary screen, Schnurri-3 inhibitor project, cell-based, Clone20 osteoblasts, set 2; Clone20 osteoblast Shn3 3'UTR firefly luciferase, 24 h; inhibition, % at 12.5 µM; actives 0.52% (n = 360,000);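 active = mean inhibition of at least 75% with every replicate also reaching 75%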;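 note: 0% = median of neutral control wells and 100% = pilot-screen positive control compound; some compounds past the cut are filed as inactive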
* = called active by the depositor; . = no result given.

SMILES	Peg3 promoter	MITF TRPM1 inh	hiPSC survival	H9c2 protect	HIF-2a inh	NR2E3 ag-1	PDI inh	NR2E3 ag-2	m5-HT2A agonist	CaV13 FRET inh	Shn3 inh set2
COc1ccc(CNC(=O)CN2C(=O)NC(Cc3ccccc3)(c3ccccc3)C2=O)cc1OC (configuration not stated)	11.4	8.3	-0.6	-0.5	14.0	-0.8	-2.3	-18.0	4.0	-2.2	6.2
Nc1cc(-c2cccc(Br)c2)nn1Cc1ccccc1	-34.9	-13.8	-1.4	-6.9	-56.2	-2.3	-5.3	-6.9	-1.5	-5.1	-12.0
COc1ccc(-n2nc3ccc(N)cc3n2)cc1	-171.5	.	-4.7	-33.6	45.6*	.	-5.7	-79.0	0.5	-4.6	25.5
O=C(Nc1ccc(N2CCN(C(=O)c3ccco3)CC2)cc1)c1ccco1	-5.5	-10.6	2.2	9.4	-5.7	1.2	2.5	3.4	2.5	-2.4	-6.7
O=C(CNC(=O)c1ccc(Br)o1)Nc1ccccc1	1.8	-9.2	-0.9	3.2	12.8	.	6.6	-4.0	-2.1	-2.8	0.6
CC1CC1C(=O)OCC(=O)NC(=O)c1ccc(C(C)(C)C)cc1 (configuration not stated)	-25.4	5.0	-0.4	-4.7	-34.9	.	-26.8	-2.1	3.0	-5.9	-8.4
CCOc1ccc(NC(=O)NCC2CCN(c3ccc(OC)cc3)C2)cc1 (configuration not stated)	18.1	5.7	-1.1	8.3	11.0	-1.1	-4.4	9.0	1.1	-7.2	17.0
CCOc1ccccc1N1CC(C(=O)NCCOc2ccccc2OC)CC1=O (configuration not stated)	12.7	12.4	-0.1	7.1	8.7	2.9	-4.3	28.8	6.0	-10.1	-0.9
COc1ccc(S(=O)(=O)N2CCOCC2)cc1NC(=O)C1CCN(S(=O)(=O)c2ccc(Cl)cc2)CC1	-2.7	.	-1.2	-4.6	13.3	.	-1.5	1.1	11.8	-5.6	8.8
CCOc1ccc(Br)cc1CNCc1cccnc1	-1.0	-1.5	-0.6	3.2	16.2	.	0.2	12.1	-4.1	-5.7	-4.9
O=C1CC(=O)Nc2cc(S(=O)(=O)Nc3ccc(F)cc3Cl)ccc2N1	1.8	11.5	0.1	4.8	11.7	-2.7	.	-7.1	-1.0	-2.0	-5.2
Cc1cc(C)cc(N2C(=O)CC(Sc3ncn[nH]3)C2=O)c1 (configuration not stated)	21.7	7.6	-1.1	12.5	16.1	2.1	7.4	-14.4	1.9	-5.3	9.1
Cc1noc(C)c1COc1cccc(C(=O)N(C)Cc2cccs2)c1	18.8	7.4	-0.2	-2.7	9.8	3.6	-11.1	5.4	4.4	-5.1	5.8
O=C1C(Nc2ccccc2)=C(NS(=O)(=O)c2ccccc2)C(=O)c2ccccc21	1.8	50.6	-0.9	-9.2	-3.9	0.8	-3.1	-16.4	4.2	-3.9	-5.6
CCOC(=O)C1(COCc2ccccc2)CCCCC1=O (configuration not stated)	17.2	.	-1.1	2.7	0.6	.	15.8	16.8	4.2	-15.5	14.5
COc1ccccc1-c1sc2ccccc2c1-c1ccc(OCCN2CCOCC2)cc1	28.3	-14.0	1.9	-14.1	5.9	.	21.5	3.8	-1.3	-5.2	31.0
O=C(N/N=C/c1cc2c(cc1[N+](=O)[O-])OCO2)c1ccc2c(c1)OCO2	-15.2	-13.0	-0.5	15.8	-51.0	3.7	-62.6	-33.8	-7.1	-4.2	2.2
CC(C)CNC(=O)CCCc1c[nH]c2ccccc12	-5.5	3.0	2.9	-3.1	-27.9	0.3	7.8	3.7	-3.5	-4.6	8.3
CCOc1ccc(S(=O)(=O)N2CCCCC2)cc1NC(=O)CN1C(=O)NC(C)(C2CC2)C1=O (configuration not stated)	8.8	6.4	0.3	-7.2	0.9	2.7	0.8	-3.2	3.5	-3.6	12.5
COc1ccc(C(C)=O)cc1Cn1c(C)c(C(=O)NCc2ccc(C(F)(F)F)cc2)sc1=O	19.7	.	-1.4	-2.5	8.7	.	-1.0	-2.9	-5.7	-0.8	-1.7
CCCCNC(=S)Nc1ccc(SC(F)F)cc1	-117.8	-29.0	0.0	-23.4	-180.0	0.2	-5.3	-29.7	2.1	1.3	6.7
Cc1ccn2c(=O)c(NC(=O)c3ccc(Br)o3)c(C)nc2c1	-13.3	5.4	0.0	-1.5	-12.6	-1.3	-1.2	-4.5	5.2	-5.9	4.2
Cc1ccc(SCc2cc(=O)[nH]c(Nc3nc(C)c4ccc(C)cc4n3)n2)cc1	12.9	-14.5	-0.9	2.0	19.2	1.9	7.1	-17.4	5.7	-2.1	2.0
COc1ccc(N(C(C)C(=O)Nc2cccnc2)S(C)(=O)=O)cc1 (configuration not stated)	13.5	8.6	-1.5	2.6	2.3	2.2	-9.0	-0.7	1.2	5.4	-60.3
CCOC(=O)C1CCCN(C(=O)c2ccc3c(=O)n(Cc4ccccc4OC)c(=S)[nH]c3c2)C1 (configuration not stated)	29.1	-10.4	-0.6	-2.8	5.0	-1.7	0.0	-25.2	-3.8	-6.9	21.6
COc1ccc(CCNc2nc(-c3ccc(NC(C)=O)cc3)cs2)cc1OC	20.7	-12.2	-0.8	4.3	-3.6	3.9	0.5	-29.8	9.4	-17.8	14.6
CCOC(=O)Cc1[nH]nc2c1C(c1ccsc1)C(C#N)=C(N)O2 (configuration not stated)	9.0	10.3	0.2	9.7	6.5	0.3	-4.5	9.4	10.7	-6.6	-47.3
CC(C)C(NC(=O)Cc1ccccc1[N+](=O)[O-])C(C)C	9.3	0.0	0.9	0.9	16.1	4.6	12.0	-14.3	0.3	-5.3	7.5
CCCCn1c(-c2ccco2)nc2oc3ccccc3c(=O)c2c1=O	-37.3	-18.1	0.4	3.0	-84.3	-0.8	3.7	-20.7	0.0	-4.0	2.0
COc1ccc(C(=O)N/C(=C/c2ccco2)C(=O)N2CCCCCC2)cc1	-5.8	0.6	0.0	3.2	7.1	-2.7	5.7	1.6	1.1	-3.5	-16.7
Cc1cccc(NC(=O)COC(=O)CCc2c[nH]c3ccccc23)c1	-0.9	0.5	0.3	-2.7	3.7	1.2	-2.9	22.4	-2.5	-2.4	-26.5
CN(C)C(CNC(=O)CCCOc1ccccc1)c1ccco1 (configuration not stated)	-18.1	-0.8	6.7	4.6	-47.2	-0.1	-4.8	-28.5	-5.9	-5.0	4.4
C/C(N)=C(/C#N)C(=O)COC(=O)c1ccccc1Cc1ccccc1	-12.5	-11.0	-0.9	-1.1	-52.4	-1.6	-10.9	-4.6	-4.5	-4.1	10.3
Cc1ccc(S(=O)(=O)N2CCCCC2)cc1NC(=O)CSc1ccc2c(c1)OCCO2	5.2	0.1	0.2	-6.1	14.7	-2.3	4.3	-1.8	-8.2	-4.5	10.8
CCOC(=O)N1CCN(C(=S)NC(=O)c2ccc(F)c(F)c2)CC1	-1.5	4.6	0.1	-2.0	4.8	2.4	8.9	8.5	2.1	-2.9	4.1
CN1CCN(C2CN(CCc3ccccc3)S(=O)(=O)C2)CC1 (configuration not stated)	-16.7	.	0.4	6.9	9.4	.	.	13.0	-5.6	-5.8	-5.0
Cc1c(C)n(C)c2ccc(C(=O)NCCCN3CCOCC3)cc12	3.2	4.2	-0.4	-0.4	8.2	-1.4	-0.9	-1.3	-7.5	-6.9	-28.3
CN(C)c1cccc(C(=O)OCCCC(=O)c2ccc(F)cc2)c1	-75.2	-2.0	1.5	-11.6	-81.2	-0.6	5.3	-34.6	-6.8	-6.0	-13.9
O=C(COc1ccc2c(c1)OCO2)Nc1ccccc1F	-179.2	-50.8	0.1	-8.5	-218.1	4.4	-1.2	-1.1	-0.7	2.7	-52.8
CCN(CC)S(=O)(=O)c1ccc(C)c(NC(=O)CSc2ncc(C(F)(F)F)cc2Cl)c1	22.1	8.2	4.3	-0.6	8.9	2.6	12.6	6.1	-0.2	-4.8	19.8
Cc1nc(N2CCCCC2C)c2c(C)c(C(=O)Nc3cccc(C(F)(F)F)c3)sc2n1 (configuration not stated)	5.7	2.3	-0.9	-5.6	2.0	1.7	-1.1	-29.7	0.3	3.1	-16.2
COc1cc(C(=O)OCCc2cc3ccccc3c(=O)o2)cc(OC)c1OC	34.8	16.2	-2.0	5.3	-2.8	1.1	11.8	-18.0	0.5	-6.0	-3.4

Screens deposited in PubChem by several laboratories.
